Source: PubChem
Pf Dd2 inh: inhibitors of Plasmodium falciparum Dd2 growth. P. falciparum Dd2 growth, SYBR Green, 72 h. Potency, µM (doses to about 28.9 µM), without a hit: at the top dose activity, negative = inhibition, usual class: inhibitors. 4.3% of 120,000 active. AID 1347417; active = well fitted inhibition curve with a large enough effect; inconclusive = small, poorly fitted or top-dose-only effect; inactive = no such curve, though single readings can be large or run the other way;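 also: plate controls were DMSO vehicle for no effect and reference drug for full effect; nearly all actives have a fitted effect of over 65% in size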
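Readout: SYBR Green fluorescence, 485 nm excitation, 535 nm emission, after ~16 h lysis at 37C. Before that, Dd2-infected red cells (2.5% hematocrit) grew 72 h with compound, 29 uM top final concentration.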
The depositor's hits bear a star; i = inactive; ? = inconclusive; [ ] = remark or other dose. Potency is read from the fitted curve at half-maximal effect. An excerpt. The share of hits here may be higher or lower than overall.

SMILES	Pf Dd2 inh
CC1CCCCN1Cc1c(O)ccc2c(=O)c(-c3ccc(Cl)cc3)coc12 (stereo not given)	2.24µM*
COc1ccc2c(ccn2CCNC(=O)Cn2nc3c(cc2=O)CCCCC3)c1	i
Cc1ccccc1C(=O)N1CC(C(=O)N(C)C)C2(CCOCC2)C1 (stereo not given)	26.5%
COc1cccc(N2C(=O)NC(=NC3CCCCC3)C23CCN(CCC(C)C)CC3)c1	?
Cc1ccc(C2Cn3nnc(C(=O)N4CCC(C(=O)NCc5ccco5)CC4)c3CO2)cc1 (stereo not given)	-18.6%
O=C(C1CC1)N(C1CCOCC1)C1CCN(S(=O)(=O)C2CC2)CC1	-1.8%
CN(C(=O)c1cc2nc(-c3ccc4c(c3)OCO4)cc(C(F)(F)F)n2n1)c1ccc(OC(F)(F)F)cc1	?
CC(C(=O)NCc1ccccc1)N1C(=O)COc2ccc(C(=O)COc3ccc(F)cc3)cc21 (stereo not given)	?
CC(C)N1CCC2(CC1)CN(C(=O)Cc1cccc(F)c1)Cc1ccccc1O2	?
CCOc1ccc(CCNC(=O)c2cnc3c(-c4ccc(F)cc4)c(C)nn3c2C)cc1OCC	-16.6%
Cc1ccc(C(=O)N2CC(C(=O)NCCc3ccncc3)C3(CCOCC3)C2)cc1 (stereo not given)	-0.4%
CCOC(=O)c1ccc(NC(=O)CN2C(=O)c3cccnc3Sc3ccccc32)cc1	58.2%[activator][5.79 µM]
COc1ccc(CC(=O)N[C@@H]2CN(c3ccncn3)C[C@H]2CO)cc1	-25.1%
CC(=O)N1CCC([C@@H]2CN(C3CCSCC3)C[C@H]2CO)CC1	0.6%
CCNC(=O)C1N(C(C)C)C(=O)C12CCCC2 (stereo not given)	14.2%
CC(C)(C)c1ccc(C(=O)NC2(C(F)(F)F)C(=O)Nc3c2c(=O)[nH]c(=O)n3-c2ccccc2)cc1 (stereo not given)	i
Cc1ccc(CNC(=O)Cn2c(-c3cccs3)cc3cc(Cl)ccc32)cc1	-10.0%
CC(=O)c1cccc(NC(=O)Cn2c(=O)n(-c3ccccc3)c(=O)c3c2cc(C)n3C)c1	9.3%
Cc1cc2cc(-c3c(C)noc3C)nc(N(C)C)c2o1	i
CC(C)CNc1ccc2c(n1)C(C)(C(=O)Nc1ccncc1)CN(Cc1ccccc1)C2 (stereo not given)	2.24µM*
O=C(O)C[C@@H]1CCN(C(=O)Cc2ccccc2)C[C@@H]1CCN1C[C@@H]2C[C@H](C1)c1cccc(=O)n1C2	-14.9%
COc1ccc(CN2CC(Oc3ccccc3C(=O)NC3CC3)C2)cc1OC	i
O=C(Cn1ccnc1)N1CCCCC1c1noc(COc2ccc(F)cc2)n1 (stereo not given)	i
CNC(=O)[C@H]1C[C@H](Oc2cccnc2)CN1C(=O)c1ccccc1	-16.9%
Cc1cc(Cl)ccc1S(=O)(=O)N1CC(c2noc(-c3cccnc3)n2)C1	?
COc1ccc(NC(=O)CSC2=Nc3ccccc3C3=NC(CC(=O)NCc4ccc(F)cc4)C(=O)N23)cc1 (stereo not given)	i
CC(C(=O)NCc1ccccc1)n1ccc2cc(S(=O)(=O)N3CCCC3)ccc21 (stereo not given)	-21.9%
CCOc1ccc(CC(=O)N2CCCN(C)c3ccccc32)cc1	?
CC(C)c1nc2c(c(-c3ccc(O)cc3)n1)CN(C(=O)Nc1ccc(Cl)cc1)CC2	11.2µM*
O=C(c1ccccc1)N1CC2(C1)C(=O)Nc1ccccc12	26.8%[44.1 µM]
Cn1c(=O)cc(OCC(=O)N2CCN(c3ccccc3)CC2)c2ccccc21	18.3%
CN(C)c1ccc(CN2CC[C@H](c3nnc(-c4ccco4)o3)C2)cc1	i
O=C1CO[C@H]2CN(c3nccc(C(F)(F)F)n3)C[C@H]2N1Cc1ccc(F)cc1	i
O=C(Nc1ccc(Br)cc1F)N1CCC2(CC1)Oc1ccccc1C(=O)N2Cc1ccccc1F	?
Cc1ccc(CN2CCCn3nc(C(=O)NCc4ccc(N(C)C)cc4)cc3C2=O)cc1	10.9%
COCC(=O)N1CCCC(C(=O)N(C)CCn2ccnc2C)C1 (stereo not given)	29.7%
COc1ccc(CC2C(=O)Nc3ccc(Br)cc32)cc1OC (stereo not given)	15.8%
Cc1cccnc1C(=O)N[C@@H]1CN(Cc2ccccc2)C[C@H]1CO	-8.8%
CN(Cc1ccc2nonc2c1)C(=O)COc1ccc(Cl)cc1Cl	-8.5%
COc1ccc(N2CCN(C(c3ccccc3)c3sc4nc(-c5ccco5)nn4c3O)CC2)cc1 (stereo not given)	i

Random excerpt: seven compounds from above
SMILES	Pf Dd2 inh
Cn1c(=O)cc(OCC(=O)N2CCN(c3ccccc3)CC2)c2ccccc21	18.3%
CN(C)c1ccc(CN2CC[C@H](c3nnc(-c4ccco4)o3)C2)cc1	i
Cc1cccnc1C(=O)N[C@@H]1CN(Cc2ccccc2)C[C@H]1CO	-8.8%
O=C1CO[C@H]2CN(c3nccc(C(F)(F)F)n3)C[C@H]2N1Cc1ccc(F)cc1	i
Cc1ccc(CN2CCCn3nc(C(=O)NCc4ccc(N(C)C)cc4)cc3C2=O)cc1	10.9%
O=C(Nc1ccc(Br)cc1F)N1CCC2(CC1)Oc1ccccc1C(=O)N2Cc1ccccc1F	?
COCC(=O)N1CCCC(C(=O)N(C)CCn2ccnc2C)C1 (stereo not given)	29.7%

Next part
SMILES	Pf Dd2 inh
CC(=O)Nc1cc(C(=O)NCc2ccc(F)cc2Cl)ccc1Sc1ccc(Cl)cc1	-0.2%
CCNC(=O)[C@@H]1C[C@H](NC(C)=O)CN1Cc1ccc(OC2CCCC2)cc1	-1.6%
Cc1cccc(N2C(=O)CSC23C(=O)N(CC(=O)NCc2ccccc2Cl)c2ccccc23)c1 (stereo not given)	10µM*
Cc1ccc(C(C)NC(=O)CNC23CC4CC(CC(C4)C2)C3)cc1 (stereo not given)	6.31µM*
CCCCCC(=O)N1CCC(O)(c2csc(CN3CCN(c4ccccn4)CC3)n2)CC1	?
Cc1cccc(-c2nc3c4ccccc4nc(NCCc4ccccc4)n3n2)c1	-0.6%
COCC(=O)N(C[C@H]1O[C@@H](CC(=O)NC(C)C)[C@H](O)[C@@H]1O)C[C@H]1O[C@@H](CC(=O)NC(C)C)[C@H](O)[C@@H]1O	11.5%
O=C(c1cc(-c2ccc(F)cc2)nc2ccccc12)N1CCCC(c2nc(C3CCOCC3)no2)C1 (stereo not given)	i
CCCS(=O)(=O)N1CCc2nn(CC3CC3)c(=O)n2CC1	i
CC(C)c1ccc(NC(=O)C2CCCN(S(=O)(=O)c3ccc4[nH]c(=O)oc4c3)C2)cc1 (stereo not given)	?
CCCc1cc(=O)[nH]c(SCc2nc(-c3ccc(OC)cc3)no2)n1	-2.3%
COc1ccc(CCNC(=O)CCc2c(C)c3cc4c(C)c(C)oc4cc3oc2=O)cc1OC	i
COc1ccc(C(=O)N2[C@@H]3CC[C@H]2CC(NC(=O)c2ccncc2)C3)cc1OC (stereo not given in full)	-11.9%
COC[C@@H]1CN(C(=O)c2ccccc2OC)C[C@H]1c1ccccn1	-23.8%
Cc1cc(C(=O)NC2CCc3nnc(C4CC4)n3CC2)c(C)n1Cc1ccco1 (stereo not given)	i
COc1cc(CNCCSc2nnnn2C)ccc1OCc1ccccc1	?
Cc1ccncc1C(=O)N1[C@H]2CC[C@@H]1c1cnc(-c3ccc(F)cc3)nc1C2	-20.1%
CCN1c2cc(C(=O)NCc3ccccc3Br)ccc2C(=O)N2CCCCC21 (stereo not given)	i
Cc1nc(N2CCC(C(=O)NCc3cccc(Cl)c3)CC2)cc(C(F)(F)F)n1	2.6%
COc1ccc(-c2c(C)nn3c(C(F)(F)F)cc(-c4ccccc4)nc23)cc1	?
N#Cc1ccccc1-c1ccc(-c2cn(Cc3nnc4ccccn34)nn2)o1	-10.8%
CC(C)CCN1CCn2c(nnc2-c2ccccc2)C1	-6.1%[44.1 µM]
COCc1noc([C@@H]2CC(F)(F)CN2C(=O)C2CCC2)n1	26.9%
COc1cccc(C(=O)N2CCC(n3cc(-c4nc(C5CC5)no4)nn3)C2)c1 (stereo not given)	i
CN(CCc1noc(C2CN(C(=O)CN3CCOCC3)C2)n1)S(C)(=O)=O	-11.0%
CO[C@H]1[C@H](NC(=O)Cc2ccccc2)c2ccccc2C12CCNCC2	-5.5%
COc1ccccc1OCCNC(=O)CC1=C2CCCCC2N(Cc2ccccc2)C1=O (stereo not given)	?
CCOC(=O)c1ccc(NC(=O)CC2NCCNC2=O)cc1 (stereo not given)	45.5%[activator]
COC(=O)c1ccc2nc(C)cc(Nc3cccc(Cl)c3C)c2c1	?
Fc1cc(F)cc(Cc2nc3nccc(-c4cccs4)n3n2)c1	?

Three structures already listed, sorted by molecular weight, rising.
SMILES	Pf Dd2 inh
CCOC(=O)c1ccc(NC(=O)CC2NCCNC2=O)cc1 (stereo not given)	45.5%[activator]
N#Cc1ccccc1-c1ccc(-c2cn(Cc3nnc4ccccn34)nn2)o1	-10.8%
COc1ccccc1OCCNC(=O)CC1=C2CCCCC2N(Cc2ccccc2)C1=O (stereo not given)	?

Next section.
SMILES	Pf Dd2 inh
CN1CC(=O)N(C2CCCC2)Cc2c(NCc3ccc(F)cc3)ncnc21	i
COc1cc(OC(F)(F)F)ccc1C(=O)NCc1nnc2n1C(C(=O)O)CC2 (stereo not given)	47.2%[activator]
O=C(CSc1nc2c(oc3ccccc32)c(=O)n1Cc1ccco1)Nc1ccccc1	i
COc1ncc(CN2CCC3(CC2)OC(=O)N(Cc2ccccc2)C3(C)c2ccccc2)cn1 (stereo not given)	i
Cc1ccc(Cn2cccc(C(=O)Nc3ccc4c(c3)OCO4)c2=O)cc1	32.0%[activator]
COc1ccc(C(=O)N[C@@H]2CCC[C@@H]2C(=O)N2CCN(c3cc(C)ccc3C)CC2)cn1	10µM*
COc1ccccc1NC(=O)Cn1ccn2nc3c(c2c1=O)CCCCC3	i
O=C(c1cnccn1)N1CCN(C(=O)N2CC3CC(C2)[C@H]2CCCC(=O)N2C3)CC1 (stereo not given in full)	10.0%
COCc1ccc(C(=O)N2CCn3nc(CCC(=O)NC4CC4)cc3C2)o1	10.0%
CCCCn1cc(S(=O)(=O)c2ccc(F)cc2)c(=O)c2ccccc21	18.1%
Cc1ccc(-n2nc3n(c2=O)CCN([S+](=O)([O-])c2c(C)noc2C)C3)cc1	i
O=C(CCC1CCCN(Cc2cnc(-c3ccccc3)s2)C1)Nc1ccccc1F (stereo not given)	14.1µM*
O=C1Cc2c(-c3ccc(Oc4ccccc4)cc3)n[nH]c2CN1CCc1ccncc1	11.2µM*
COc1ccc(-c2cc(C)no2)cc1S(=O)(=O)N1CCc2ccccc21	15.9%
CCOC(=O)C1CCCN(C(=O)C2CCN(c3nnc(C)c4c(C)n(-c5ccccc5)nc34)CC2)C1 (stereo not given)	10µM*
COC(=O)Cc1c(C)c2ccc3c(c2oc1=O)CN(Cc1ccccc1Cl)CO3	7.08µM*
COc1ccc(NC(=O)O[C@@H]2CO[C@H]3[C@@H]2OC[C@@H]3Nc2nccc(-c3cccc(F)c3)n2)cc1	1.6%
CN(C)c1cccc(C(=O)N2CCC(n3cc(-c4nc(C5CC5)no4)nn3)C2)c1 (stereo not given)	i
CCn1cc(-c2ccc(Cl)cc2)cc1C(=O)NCC1CCCO1 (stereo not given)	-11.6%
CC(=O)N1C[C@@H]2CCCN3CCC[C@@H]([C@H]23)[C@H]1CCCC(=O)NCCC(C)C	-15.0%
COc1ccc(NC(=O)c2ccc3c(c2)C(O)CCCCCN3C)cn1 (stereo not given)	-40.2%
C#CCOc1ccc(C2C(C(=O)OC)=C(C)NC3=C2C(=O)c2ccccc23)cc1OCC (stereo not given)	?
CCOc1ccc(NC(=O)CN2C(=O)C3(SCC(=O)N3c3ccc(F)cc3)c3ccccc32)cc1 (stereo not given)	?
CC(C)c1noc(-c2cccn3c(CNC(=O)Cc4ccc(F)cc4)nnc23)n1	i
O=C(c1ccc(F)cc1)N1CCCC(c2noc(COc3ccccc3)n2)C1 (stereo not given)	-3.3%
O=c1cc(-c2ccccn2)oc2c(-c3ccc(CO)cc3)nccc12	-19.0%[44.1 µM]
Cc1ccc(CNC(=O)CCCN2C(=O)CCn3nc(-c4cn(C)c5ccccc45)cc32)cc1	39.4%[activator]
COc1ccc(S(=O)(=O)N2CCCC(Cn3cnc4cccnc43)C2)cc1 (stereo not given)	i
c1cnc2c(c1)ncn2C1CCCCC1	-18.1%[44.1 µM]
c1nc(N2CCOCC2)c2c3c(sc2n1)CN(CC1CCCCC1)CC3	2.82µM*
Cc1cccn2c(CN(C)CCc3cnn(C)c3)c(C(=O)N(C)CCc3ccccc3)nc12	i
COCC1CN(C)CC12CCN(Cc1ccc(OC)c(OC)c1Cl)CC2 (stereo not given)	?
CN1CCN(S(=O)(=O)C2CCS(=O)(=O)C2)CC1 (stereo not given)	-4.6%
Cc1c(C(=O)N[C@@H]2COCC[C@H]2Oc2ccc(C(N)=O)cc2)cnn1C	-13.7%
Cc1cc(F)ccc1NS(=O)(=O)c1c(C)nc2scc(C)n2c1=O	?
COc1ccc(NC(=O)c2cnc3n[nH]c(-c4ccc(OC)cc4C)c3n2)cc1	-18.5%[44.1 µM]
CCOC(=O)c1cc(-c2ccccc2)n(CCC(=O)NCCc2ccc(OC)c(OC)c2)c1C	-8.1%
O=C(c1ccccc1OCC1CCCN(C2CCCCC2)C1)N1CCOCC1 (stereo not given)	-24.0%
O=C(C1CCCC1)N1Cc2ccccc2CC2(CCN(CC3CCOCC3)C2)C1 (stereo not given)	7.08µM*
Cc1cc(C)c(S(=O)(=O)NCCn2c(C)cnc2C2CC2)c(C)c1	11.2µM*
Cc1ncoc1C(=O)NCc1cc(Cl)cc2c(C)c(-c3ccccc3)[nH]c12	-12.8%
